# Compound activity deposited in PubChem BioAssay by National Center for Advancing Translational Sciences (NCATS).
# uPA surface inh: qHTS for Inhibitors of Cell Surface uPA Generation. cell surface uPA generation assay, qHTS. Potency, µM (top dose mostly 38.3 µM), without a hit: at the highest dose activity change, negative = inhibition, actives largely listed as inhibitors. hit rate 0.31% among 330,000. AID 540303, 2011; active means well fitted inhibition curve with a large enough effect; inconclusive means small, poorly fitted or top-dose-only effect; inactive means no such curve, though single readings can be large or run the other way; tested in mouse RAW 264.7 cells; further: on the % scale 0 is the no-effect control and ±100 the full control effect; nearly all actives have a fitted effect of over 55% in size
# RORgamma inh: qHTS for inhibitors of ROR gamma transcriptional activity. Nuclear receptor ROR-gamma (Mus musculus), P51450. Drosophila S2 Gal4-RORgamma UAS-luciferase reporter, 20 h. Potency, µM (top dose mostly 53.6 µM), for inactives: top-dose activity change, negative = inhibition, hits mostly inhibitors. hit rate 5.4% among 310,000. AID 2551, 2010; further: on the % scale 0 is the no-effect control and ±100 the full control effect; nearly all actives have a fitted effect of over 60% in size
# Target sequence (P51450 whole entry, looked up, the tested form may be a part): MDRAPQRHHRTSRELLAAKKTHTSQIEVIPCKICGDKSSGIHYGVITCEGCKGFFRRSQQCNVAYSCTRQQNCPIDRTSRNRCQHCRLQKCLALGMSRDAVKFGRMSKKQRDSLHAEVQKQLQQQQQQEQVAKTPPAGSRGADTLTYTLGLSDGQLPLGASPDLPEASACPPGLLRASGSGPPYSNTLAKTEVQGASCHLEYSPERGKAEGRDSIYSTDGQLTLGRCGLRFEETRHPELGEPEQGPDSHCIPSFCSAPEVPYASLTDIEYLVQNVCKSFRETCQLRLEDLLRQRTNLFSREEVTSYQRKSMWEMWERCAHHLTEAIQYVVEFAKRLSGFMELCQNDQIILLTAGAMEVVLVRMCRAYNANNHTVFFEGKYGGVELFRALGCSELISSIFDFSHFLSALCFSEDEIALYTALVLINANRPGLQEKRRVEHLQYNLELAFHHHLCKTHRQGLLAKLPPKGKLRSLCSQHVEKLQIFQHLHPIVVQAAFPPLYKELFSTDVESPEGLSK
#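 In this cell-based reporter format, copper sulfate (700 uM final) drives Gal4–ROR gamma fusion expression from a metallothionein promoter in Drosophila Schneider cells; compounds preincubated 1 hr, reporter read after 20 hr at ambient temperature.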
# ELG1 genotox: qHTS screen for small molecules that induce genotoxicity in human embryonic kidney (HEK293T) cells expressing luciferase-tagged ELG1. HEK293T ELG1-luciferase reporter, luminescence, 16 h. Potency, µM (series often up to 46 µM), without a hit: at the top dose activity change, positive = activation, hits mostly activators. hit rate 1.3% among 330,000; further: % of control where 0% means no effect; nearly all actives have a fitted effect of over 60% in size
#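 HEK293T cells expressing luciferase-tagged ELG1 were treated with compound or DMSO for 16 hr at 37°C. Luciferase activity was then read after 30 min with ONE-Glo at room temperature; rising signal flags genetic stress.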
# VP16 counter: VP16 counterscreen qHTS for inhibitors of ROR gamma transcriptional activity. Drosophila S2 Gal4-VP16 UAS-luciferase, luminescence, 20 h. Potency, µM (titrated, usually from 53.6 µM), without a hit: top-dose activity, negative = inhibition, most hits filed as inhibitors. hit rate 3.5% among 310,000. AID 2546, 2010;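 further: Gal4-VP16 expression switched on by copper sulfate through the metallothionein promoter; on the % scale 0 is the no-effect control and ±100 the full control effect; nearly all actives have a fitted effect of over 50% in size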
# Rab9 promoter act: qHTS Assay for Rab9 Promoter Activators. Huh7 Rab9 promoter-luciferase reporter, luminescence, 24 h. Potency, µM (highest dose often 9.22 µM), without a hit: at the top dose activation, negative = inhibition, most hits filed as activators. hit rate 2.8% among 320,000; further: % of control where 0% means no effect; nearly all actives have a fitted effect of over 60% in size
#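 Steps: seed 1500 Huh7 Rab9-luc cells per well, rest 2 h at 37 °C; add compound in DMSO; incubate 24 h; add luciferase reagent, 10 min ambient; read luminescence.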
# BRCA1 expr up: qHTS Assay to Identify Small Molecule Activators of BRCA1 Expression; MCF7-BRCA1-FFLuc reporter, luminescence, 48 h; response scale: scaled: vehicle 0%, 10 µM genistein 100%; Potency, µM (titrated, usually from 46.1 µM), for the others: at the top dose activation, hits mostly activators; hit rate 1.1% among 380,000; AID 624202, 2012; further: nearly all actives have a fitted effect of over 80% in size; some results filed as inactive show a strong effect at the top dose
#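 Using MCF7 cells harboring a BRCA1 firefly luciferase reporter, plated 2 h before compound pinning, the screen measured luminescence after 48 h incubation. Responses were normalized to DMSO and 10 microM genistein, then fitted for concentration-effect.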
# p53 reactivator: qHTS assay for re-activators of p53 using a Luc reporter. H1299 p53-A138V BP100-luciferase reporter, luminescence, 24 h. Potency, µM (highest dose often 92.2 µM), for the others: top-dose activity change, positive = activation, hits mostly activators. hit rate 0.063% among 320,000; further: % of control where 0% means no effect; nearly all actives have a fitted effect of over 45% in size
#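 p53-null H1299 cells stably carrying temperature-sensitive p53-A138V and a BP100-luciferase reporter were pinned with compounds (4-point, 1:5 series) and held 24 hrs at 37 deg C. Luminescence was read 10 min after detection reagent.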
# NPC1 promoter act: qHTS Assay for NPC1 Promoter Activators | Huh7 NPC1 promoter luciferase reporter, 24 h | Potency, µM (highest dose often 9.22 µM), inactives show top-dose activation, hits mostly activators | hit rate 2.4% among 320,000 | AID 485313, 2010;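 further: % of control where 0% means no effect; nearly all actives have a fitted effect of over 60% in size; reporter is driven by a mutant NPC1 promoter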
#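 Compounds in DMSO were transferred onto Huh7 NPC1-luciferase reporter cells pre-incubated 2 h; after 24 h at 37 °C, Amplite reagent was dispensed and luminescence recorded 10 min later.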
# MBNL1-CUG inh: qHTS Assay for Inhibitors of MBNL1-poly(CUG) RNA binding; AID 2675, 2010; Potency, µM (highest dose often 57.5 µM), without a hit: at the highest dose activity change, negative = inhibition, hits mostly inhibitors; hit rate 0.036% among 280,000; Muscleblind-like protein 1 (Homo sapiens), Q9NR56; TR-FRET MBNL1-His/biotin-(CUG)12 binding, 665/545 ratio; active means well fitted inhibition curve with a large enough effect in the signal ratio, with a control signal flat, not every such curve was filed as active; inconclusive means small, poorly fitted or top-dose-only effect, or effect the other way, or a change in a side signal; inactive means no such curve, though single readings can be large or run the other way; the % refers to the signal ratio; further: on the % scale 0 is the no-effect control and ±100 the full control effect
# Target sequence (Q9NR56 whole entry, looked up): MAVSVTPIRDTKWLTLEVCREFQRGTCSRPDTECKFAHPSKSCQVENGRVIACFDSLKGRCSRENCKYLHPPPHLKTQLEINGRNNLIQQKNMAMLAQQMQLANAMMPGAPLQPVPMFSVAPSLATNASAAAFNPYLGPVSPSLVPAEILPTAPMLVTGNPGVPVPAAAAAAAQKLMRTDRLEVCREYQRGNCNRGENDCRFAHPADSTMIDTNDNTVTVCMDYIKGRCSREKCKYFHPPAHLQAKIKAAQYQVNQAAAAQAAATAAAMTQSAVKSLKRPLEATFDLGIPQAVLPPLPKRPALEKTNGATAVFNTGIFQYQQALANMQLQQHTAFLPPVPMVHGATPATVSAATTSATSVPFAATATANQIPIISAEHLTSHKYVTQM
#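 MBNL1-His + Biotin-(CUG)12, cpd titration 92 nM–58 uM; Tb anti-His Ab 0.055 ng/ul, SA-XL665 5 nM (final); 60 min RT; ratiometric 665/545 nm, Ex 340 nm; normalized to buffer and full-complex controls.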
# FLuc counter: qHTS profiling assay for firefly luciferase inhibitor/activator using purifed enzyme and Km concentrations of substrates (counterscreen for miR-21 project). Luciferin 4-monooxygenase (Photinus pyralis), P08659. purified FLuc, Km substrates, luminescence inhibition. Potency, µM (top dose mostly 57.5 µM), inactives show at the highest dose activity change, negative = inhibition, usual class: inhibitors. hit rate 6.9% among 360,000. AID 588342, 2011;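 further: plate controls were vehicle for no effect and reference inhibitor for full effect; nearly all actives have a fitted effect of over 55% in size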
#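 Purified P. pyralis luciferase (10nM final) with 10uM D-luciferin and 10uM ATP (Km levels) in 50mM Tris acetate pH 7.5, 10mM Mg acetate, 0.01% Tween-20, 0.05% BSA; qHTS 6-point titration, ~60 µM downward; luminescence read.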
# * marks the source's active call; other numbers are inactive results; u = inconclusive; x = not tested or not shown; & = joins results of further samples; [ ] = another dose, or the depositor's remark. Unless noted, the call rests on the fitted dose curve; in most records, active means well fitted curve in the direction sought with a large enough effect; inconclusive means small, poorly fitted or top-dose-only effect, or another doubt; inactive means no such curve, though single readings can be large; an effect the other way counts as inactive or inconclusive. Potency means the concentration at half of the fitted maximal effect.
SMILES,uPA surface inh,RORgamma inh,ELG1 genotox,VP16 counter,Rab9 promoter act,BRCA1 expr up,p53 reactivator,NPC1 promoter act,MBNL1-CUG inh,FLuc counter
Cc1ccc(S(=O)(=O)N(Cc2n[nH]c(=S)n2-c2ccccc2)c2cccc(Cl)c2)cc1,-1%,-36%,-2%,-5%,0%,-4%,-3%,-6%,-1%,u
Cc1cc(F)ccc1S(=O)(=O)N1CCCOC1CNC(=O)C(=O)NCc1ccc2c(c1)OCO2 (stereo not given),-1%,23%,-6%,-10%,3%,-4%,-17%,2%,3%,0%
CCOCCCNc1nc2c(c(=O)[nH]c(=O)n2C)n1CCCc1ccccc1,-3%,-6%,10%,-3%,-11%,0%,3%,-2%,u,2%
N#Cc1ccccc1S(=O)(=O)N1CCN(C(=O)[C@@H]2CCCN2C(=O)c2cccs2)CC1,-2%,x,-3%,x,-4%,0%,-6%,-1%,x,-1%
Cc1ccc(S(=O)(=O)N/N=C\c2ccc([N+](=O)[O-])o2)cc1,u,-18%,u,-5%[0.365 µM],1%,-3%,u,-4%,u,4%
CCOC(=O)c1cc(S(=O)(=O)N2CCCC2)cn1C,2%,-15%,0%,3%,-1%,8%,5%,0%,6%,0%
Cc1ccccc1OC(=O)Cn1c(C(F)(F)F)nc2ccccc21,5%,25%,0%,u,3%,-21%,6%,-1%,0%,3%
Cc1ccc(S(=O)(=O)Nc2cc3c(C(=O)O)c(C)oc3c3ccccc23)c(C)c1,8%,5%,-5%,15%,3%,-21%,-1%,0%,6%,3%
O=C(/C=C/c1cc([N+](=O)[O-])ccc1OC(F)F)NCc1ccc(Cl)cc1,2%,23%,-5%,-3%,1%,-26%,-2%,0%,17%,0%
COc1cc(/C=N/NC(=O)c2cccc(S(=O)(=O)N3CCCC3)c2)cc(OC)c1O,1%,x,0%,x,0%,1%,-4%,0%,x,-9%
CCOC(=O)c1c(C)[nH]c(C(=O)CN2C(=O)NC3(CCCC3)C2=O)c1C,-8%,21%,12%,9%,u,0%,1%,u,x,u
Cc1nn(CCOc2ccccc2)c(=O)n1-c1c(F)cccc1F,-1%,-21%,u,5%,4µM*,5.6µM*,u,2.8µM*,-2%,24µM*
CN(C)C(=O)CSc1n[nH]c(=O)n1CCc1ccccc1,-1%,-3%,1%,6%,-4%,14%,-1%,-1%,2%,3%
CCc1nc(SCC(=O)N2CCCC2)c2ccccc2n1,u,36%,-5%,5%,-1%,-3%,4%,-1%,9%,0%
COc1ccc(NC(=O)CSc2nnc(N)n2CC(=O)Nc2ccc(OC)cc2)cc1,-9%,-18%,17%,1%,-4%,-15%,-4%,-2%,7%,-1%
Cc1cc(C)c(NC(=O)Cn2nnc(C(=O)Nc3ccc(F)cc3F)c2N)c(C)c1,6%,1%,u,-2%,4%,-14%,u,-8%,2%,7%&3%
O=C(CSc1nnc2ccccn12)Nc1ccc(S(=O)(=O)N2CCOCC2)cc1,3%,-16%,0%,-11%,11%,-17%,0%,-3%,-17%,-4%
N#Cc1c(N)n(-c2ccc(O)cc2)c2nc3ccccc3nc12,-1%,-7%,2%,-5%,2%,14%,1%,-4%,u,-3%
COc1ccc(N(CC(=O)Nc2cc(OC)c(OC)cc2C(=O)O)S(=O)(=O)c2c(C)noc2C)cc1,1%,8%,0%,2%,9%,3%,-3%,15%,-15%,2%
CCc1ccc(NSc2ccccc2[N+](=O)[O-])cc1,u,12%,u,u,-13%,-68%,-14%,-9%,14%,-1%

# 6 compounds already listed, arranged by number of heavy atoms, rising:
SMILES,uPA surface inh,RORgamma inh,ELG1 genotox,VP16 counter,Rab9 promoter act,BRCA1 expr up,p53 reactivator,NPC1 promoter act,MBNL1-CUG inh,FLuc counter
CCOC(=O)c1cc(S(=O)(=O)N2CCCC2)cn1C,2%,-15%,0%,3%,-1%,8%,5%,0%,6%,0%
CN(C)C(=O)CSc1n[nH]c(=O)n1CCc1ccccc1,-1%,-3%,1%,6%,-4%,14%,-1%,-1%,2%,3%
CCOCCCNc1nc2c(c(=O)[nH]c(=O)n2C)n1CCCc1ccccc1,-3%,-6%,10%,-3%,-11%,0%,3%,-2%,u,2%
Cc1ccc(S(=O)(=O)Nc2cc3c(C(=O)O)c(C)oc3c3ccccc23)c(C)c1,8%,5%,-5%,15%,3%,-21%,-1%,0%,6%,3%
COc1cc(/C=N/NC(=O)c2cccc(S(=O)(=O)N3CCCC3)c2)cc(OC)c1O,1%,x,0%,x,0%,1%,-4%,0%,x,-9%
Cc1ccc(S(=O)(=O)N(Cc2n[nH]c(=S)n2-c2ccccc2)c2cccc(Cl)c2)cc1,-1%,-36%,-2%,-5%,0%,-4%,-3%,-6%,-1%,u

# The listing continues.
SMILES,uPA surface inh,RORgamma inh,ELG1 genotox,VP16 counter,Rab9 promoter act,BRCA1 expr up,p53 reactivator,NPC1 promoter act,MBNL1-CUG inh,FLuc counter
Cc1csc(NC(=O)C2CCCN(S(=O)(=O)c3cccnc3)C2)n1 (stereo not given),2%,8%,-7%,-2%,-8%,-3%,-2%,-1%,7%,0%
Cc1ccccc1NC(=O)CN1C(=O)NC2(CCCCCCC2)C1=O,8%,x,0%,x,-3%,-27%,-11%,0%,x,9%
COc1ccc(C(=O)COC(=O)C2CCN(S(=O)(=O)c3cccc4cccnc34)CC2)cc1,4%,4%,0%,-1%,-1%,5%,-3%,-2%,x,-18%
Cn1nnnc1SCC(=O)N(C1CCCCC1)C1CCCCC1,2%,16%,1%,-1%,-9%,-17%,-1%,-4%,-1%,10%
COc1cc(NC(=O)COc2ccccc2C)ccc1NC(=O)c1ccco1,-4%,x,5%,x,6%,-3%,x,3%,7%,-5%
Cc1ccc(C(=O)OCC(=O)Nc2cc(S(=O)(=O)N3CCOCC3)ccc2C)cc1,6%,39%,1%,-5%,13%,-8%,-1%,2%,2%,-2%
Cc1ccc(S(=O)(=O)Cc2ccc(C(=O)N3CCCC3)o2)cc1,15%,-20%,-3%,-5%,2%,-11%,-2%,1%,4%,4%
Cc1ccc(C)c(OCCC(=O)OCC(=O)Nc2ccc(Cl)cn2)c1,2%,x,-1%,x,-2%,-1%,-3%,-4%,x,0%
COc1ccc(NC(=O)C2CCN(C(=O)NCc3ccccc3)CC2)cc1,0%,4%,-4%,-7%,5%,-1%,-3%,-1%,-18%,-5%
Cc1c(N=Nc2ccc(O)cc2)c(=O)n(-c2ccccc2)n1C,-9%,-7%,8%,1%,6%,-33%,-2%,11%,u,-12%
CC1(C)Cc2ccccc2C2=NNC(=O)C2=N1,-8%,u,-20%,u,11%,-91%,-10%,-8%,34%[activator],1%
Cc1ccc(C(=O)OCC(=O)Nc2ccc3[nH]c(=O)[nH]c3c2)cc1[N+](=O)[O-],3%,-3%,0%,-4%,-3%,0%,2%,-2%,15%,5%
O=C(CNC(=O)c1ccc(Br)o1)NCc1cccc(Cl)c1,5%,5%,-6%,-7%,-1%,3%,3%,6%,u,0%
O=C(Cc1ccccc1)N1CCC(c2ccccc2)C1 (stereo not given),0%,-2%,12%,5%,22%,u,16%,23%,u,u
COc1ccccc1Nc1nnc(SCC(=O)c2c(N)n(C3CC3)c(=O)[nH]c2=O)s1,1%,x,1%,x,x,-18%,5%,x,x,x
O=C1CN(C(=O)c2ccc(Cl)nc2)c2ccccc2N1,5%,6%,1%,-8%,-30%[inhibitor],30%,-1%,-2%,3%,-1%
COc1cc(OC)c(C#N)c(S(=O)Cc2ccccc2)c1 (stereo not given),-4%,-9%,-1%,5%,3%,0%,-2%,0%,5%,4%
COc1ccccc1C(C[N+](=O)[O-])c1c[nH]c2ccccc12 (stereo not given),-4%,-16%,-8%,-9%,-2%,-77%,2%,-2%,-10%,4%
COc1ccc2c(C#N)c3ccccn3c2c1,-2%,23%,-14%,3%,-9%,2%,10%,-1%,20%,-10%
CC(C)(C)C(=O)Nc1cc2c3c(c1)CCN3C(=O)CC2,-17%,u,0%[9.26 µM],-5%,-1%,-5%,4%,-1%,-3%,0%
O=C(COc1cccc2ccccc12)N1CCN(c2ccccn2)CC1,11%,26%,0%,10%,-2%,19%,-10%,-2%,5%,u

# Some entries already given, showing only VP16 counter.
Compound	VP16 counter
O=C(CNC(=O)c1ccc(Br)o1)NCc1cccc(Cl)c1	-7%
O=C(Cc1ccccc1)N1CCC(c2ccccc2)C1 (stereo not given)	5%

# Rows were taken by chance; about 13% have a hit in one of these screens.
